PI4K2A block = qHTS for small molecular inhibitors of PI4K2A; Phosphatidylinositol 4-kinase type 2-alpha (Homo sapiens), Q9BTU6; purified PI4K2A, ADP-Glo luminescence, 1 h; stronger effect = lower value; activity change, negative = inhibition, % at 76.9 µM; 0.13% of 420,000 active; in the data active means activity change below about -50%;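 further: -100% = wells without enzyme as full effect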
Target sequence (Q9BTU6 whole entry, looked up): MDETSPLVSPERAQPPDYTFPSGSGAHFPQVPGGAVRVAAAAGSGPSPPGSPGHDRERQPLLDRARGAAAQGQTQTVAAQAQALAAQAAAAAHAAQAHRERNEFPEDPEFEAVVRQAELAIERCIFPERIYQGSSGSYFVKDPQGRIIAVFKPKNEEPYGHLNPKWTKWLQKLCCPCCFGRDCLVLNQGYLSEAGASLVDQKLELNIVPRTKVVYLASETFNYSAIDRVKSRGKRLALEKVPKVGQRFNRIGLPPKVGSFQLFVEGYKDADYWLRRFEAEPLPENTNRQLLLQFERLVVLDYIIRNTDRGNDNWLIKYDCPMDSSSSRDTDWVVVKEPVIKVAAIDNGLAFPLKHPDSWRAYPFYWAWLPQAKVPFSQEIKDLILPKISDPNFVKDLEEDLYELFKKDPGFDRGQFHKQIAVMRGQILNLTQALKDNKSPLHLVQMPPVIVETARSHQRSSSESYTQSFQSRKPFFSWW
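Compounds are screened against recombinant PI4K2A using PI as substrate and ATP, the latter dispensed at 300 microM. Reactions run one hour at ambient temperature before ADP-Glo detection; full inhibition defined by wells lacking enzyme.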
Starred values were filed as active, the others as inactive; i = inactive; & = joins results of further samples.

structure	PI4K2A block
COC(=O)C[C@@H]1C=C[C@H](NC(=O)c2cnccn2)[C@@H](CO)O1	-3
COC(=O)C1CCCN(C(=O)C2CCN(S(=O)(=O)c3cccc4cccnc34)CC2)C1 (stereo not drawn)	-1
CCCCNC(=O)c1nc(C2CCN(S(=O)(=O)c3ccc(C(F)(F)F)cc3)CC2)oc1-c1ccccc1	4
COC(=O)[C@]12C[C@H](CC(=O)NCCC(C)C)C(=O)N(CCc3ccc(OC)c(OC)c3)C1=C[C@H](COCc1ccccc1)O[C@@H]2C	-1
O=S1(=O)c2ccc(Br)cc2OC[C@H](Cc2ccccc2)N1Cc1cn(Cc2ccc(Cl)cc2)nn1	-3
Cc1ccc(C2CCC3(CCC(=O)N3CCOC(=O)Nc3ccc(F)cc3)CC2)cc1 (stereo not drawn)	-4&5
CC(C)(C)NC(=O)C(c1ccc(C#N)cc1)n1c(=O)c(-c2ccco2)nc2ccccc21 (stereo not drawn)	-14
CCn1c(SCC(=O)Nc2ccccc2-c2ccccc2)nnc1-c1ccc(Cl)cc1	-2
COc1ccc(Cn2ccc3ccc(-c4ccc5ccn(C(=O)c6ccc(C)cc6)c5c4)cc32)cc1	4
O=C(NC1CCCCN(Cc2cccc(F)c2)C1=O)c1ccc(F)cc1 (stereo not drawn)	2
CCOC(=O)Cc1nc(N2CCN(C=O)CC2)c2c(C)c(C(=O)OCC)sc2n1	4
CCOC(=O)[C@@]12CN(C(=O)OC(C)(C)C)CC=C1N(Cc1ccc(OC)cc1)C(=O)[C@H]2CC(=O)N1CCCCC1	-4
O=S1(=O)c2ccc(Br)cc2OC[C@H](Cc2ccccc2)N1Cc1cn(Cc2ccccc2)nn1	2
COc1cc2c(cc1NC(=O)CSc1nnc(-c3cccc(Cl)c3)n1-c1ccccc1)oc1ccccc12	2
O=C(CSc1nc2ccccc2c(=O)n1-c1ccc(Cl)cc1)NNC(=S)Nc1ccccc1	2
Cc1cccc2c1CCC1CN(Cc3ccccc3)S(=O)(=O)N21 (stereo not drawn)	-10
COc1ccc(S[C@]2(C(=O)N(C)C)CC(=O)N(C(=O)c3ccccc3)[C@@H]2c2ccc(OC)cc2)cc1	-2
O=S1(=O)c2c(cccc2N2CCC[C@@H]2CO)OCCCN1C1CC1	4
CC(C)C[C@H]1COc2cccc(N3CCSCC3)c2S(=O)(=O)N1C	-5
c1ccc(Cn2ccc3ccc(-c4ccc5ccn(Cc6cccc(-c7cccs7)c6)c5c4)cc32)cc1	0
O=C(Nc1ccc2ccccc2c1)C(C1CC1)n1c(=O)c(-c2cc3ccccc3[nH]2)nc2ccccc21 (stereo not drawn)	-3
O=C(NCC(c1ccccc1)c1ccccc1)[C@H](Cc1ccccc1)NC1(C(=O)NC2CCCCC2)CCCCCC1	5
CC(C)c1cc(C(C)C)c(S(=O)(=O)N2CCCC(C(=O)NCc3cccs3)C2)c(C(C)C)c1 (stereo not drawn)	-2
O=C(Nc1ccc(Cl)cc1Cl)OC1CCC12CCC(c1ccccc1)CC2 (stereo not drawn)	2
CC1(c2nnnn2C2CCCCC2)CCC(=O)N1Cc1ccc2c(c1)OCO2 (stereo not drawn)	-1
O=C(CSc1nnc(-c2ccccc2)n1-c1ccc(Cl)cc1)c1ccc(Cl)cc1	-3
O=C(NC1CCCC1)c1nc(-c2c(F)cccc2F)oc1-c1ccccc1	-3
O=C(NC1CCCC1)C(C1CC1)n1c(C2CCCC2)nc2ccccc21 (stereo not drawn)	0
O=C(C1CCN(c2ncnc3c2sc2cccc(F)c23)CC1)N1CCN(C(=O)C2CCCO2)CC1 (stereo not drawn)	-1
O=C(CCl)Nc1ccc(C(=O)NCC2COc3ccccc3O2)cc1 (stereo not drawn)	-4
O=C(C[C@@H]1CC[C@H](NC(=O)Nc2ccc(F)cc2)[C@@H](CO)O1)NCc1cccc(F)c1	-3
O=C(N1CCc2ccccc2C1)n1cc(C(O)(c2ccccc2)c2ccccc2)nn1	1
COC(=O)[C@]12CCCCC=C1N(CCc1ccc(OC)c(OC)c1)C(=O)[C@H](CC(=O)N1CCOCC1)C2	2
Cc1ccc(S(=O)(=O)N2CCCC(C(=O)Nc3c(C)n(C)n(-c4ccccc4)c3=O)C2)cc1 (stereo not drawn)	1
Cc1ccc2c(c1)N(CCCC(=O)NCc1ccc(F)cc1)C(=O)CO2	-7
COc1ccc(N2CCN(CCCNC(=O)CCc3cccc(F)c3)CC2)cc1	8
O=C(CSc1nnc(-c2ccccn2)n1-c1ccccc1)Nc1ccc(OCc2ccccc2)cc1	-7
C=Cc1ccc(C(=O)Nc2nnc(-c3cccnc3)s2)cc1	-5
Cc1c(NC(=O)C2CCCN(S(=O)(=O)c3ccc(C(C)(C)C)cc3)C2)c(=O)n(-c2ccccc2)n1C (stereo not drawn)	2
Cc1ccc(-c2nc(C3CCCN(S(=O)(=O)c4ccc(Cl)s4)C3)no2)cc1 (stereo not drawn)	-9
COc1ccc(Cn2ccc3ccc(-c4ccc5ccn(Cc6ccccc6)c5c4)cc32)cc1	3
COC(=O)[C@]12C[C@H](CC(=O)NCc3cccc4ccccc34)C(=O)N(Cc3cccc4ccccc34)C1=C[C@H](COCc1ccccc1)O[C@@H]2C	1
COc1ccc(C(C(=O)Nc2ccc3c(c2)OCCO3)n2c(=O)c(-c3cc4ccccc4[nH]3)nc3ccccc32)cc1 (stereo not drawn)	-1
CN(CCc1ccccn1)C(=O)c1ccc(Sc2ccccc2Cl)c([N+](=O)[O-])c1	-1
COC(=O)[C@]12C[C@H](CC(=O)NCc3cccc4ccccc34)C(=O)N(Cc3ccc(Cl)cc3Cl)C1=C[C@H](C(C)C)O[C@@H]2C1CC1	1
COC(=O)[C@]12C[C@H](CC(=O)NCc3cccc(C(F)(F)F)c3)C(=O)N(Cc3ccc(Cl)cc3Cl)C1=C[C@H](C(C)(C)C)O[C@@H]2C	1
O=C(OCC(O)CO)c1ccccc1Nc1ccnc2c(C(F)(F)F)cccc12 (stereo not drawn)	1
CCN1CCCCC(NC(=O)c2ccc(F)cc2)C1=O (stereo not drawn)	-2
C=CCNC(=O)CSc1nc2c(c(=O)[nH]1)CCCC2	-2
C=CCN1C(=O)[C@H](CC(=O)NCCCCc2ccccc2)[C@@]2(C(=O)OCC)CCCC=C12	3

Ordered by formula weight (descending): some entries from above
structure	PI4K2A block
COC(=O)[C@]12C[C@H](CC(=O)NCc3cccc(C(F)(F)F)c3)C(=O)N(Cc3ccc(Cl)cc3Cl)C1=C[C@H](C(C)(C)C)O[C@@H]2C	1
C=CCN1C(=O)[C@H](CC(=O)NCCCCc2ccccc2)[C@@]2(C(=O)OCC)CCCC=C12	3
O=C(OCC(O)CO)c1ccccc1Nc1ccnc2c(C(F)(F)F)cccc12 (stereo not drawn)	1

Carrying on:
structure	PI4K2A block
CC(=O)O[C@@H]1CC2C3CCc4cc(OC(=O)c5ccccc5)ccc4C3CCC2(C)[C@H]1OC(C)=O (stereo partly drawn)	3
COc1ccc(/C=C2\CC3(OC(=O)c4ccccc4)CCCN2C3)cc1 (stereo not drawn)	2
Cc1cccc(C)c1NC(=O)C(C1CC1)n1c(=O)c(-c2ccccc2)nc2ccccc21 (stereo not drawn)	-2
COC(=O)C1CN(Cc2ccccc2)CCS(=O)(=O)N1Cc1cccc(Cl)c1 (stereo not drawn)	-3
Cc1cccc(N2CCN(C(C(=O)NCc3ccccc3)c3ccc(C(F)(F)F)cc3)CC2)c1C (stereo not drawn)	2
Cc1ccc(NC(=O)CSc2nnc(-c3cc(-c4ccc(Cl)cc4)n[nH]3)n2N)cc1	-5
C=CC(=O)NC1CCCCN(C(C)C)C1=O (stereo not drawn)	-3
O=C(NOCC1CC1)c1ccc(F)c(F)c1Nc1ccc(I)cc1Cl	1
O=S1(=O)CC2c3ccc(F)cc3CN2CN1Cc1ccccc1 (stereo not drawn)	-5
CC(=O)c1cc(-c2cccc(CO)c2)c(=O)n2c1CCC2	-4
COc1cccc(NC(=O)Nc2c(-c3ccc(C(F)(F)F)cc3)nc3ncccn23)c1	3
CC1(C(=O)Nc2ccc3c(c2)OCCO3)CN(S(C)(=O)=O)CC(=O)N1CC(F)(F)F (stereo not drawn)	-4
COc1ccc(S[C@]2(C(=O)N3CCN(C(C)=O)CC3)CC(=O)N(C(=O)Nc3ccc(C)c(Cl)c3)[C@@H]2c2ccc(OC)cc2)cc1	4
CCCC1CCC2(CC1)CCC2OC(=S)Nc1ccccc1Br (stereo not drawn)	-6
C=C(O[C@H]1[C@H](O)CC=C(C(=O)O)[C@@H]1O)C(=O)O	7
CCOC(=O)C1C(C)C(C(C)(C)C)N(S(=O)(=O)c2ccc(C)cc2)C1c1ccccc1 (stereo not drawn)	-1
CC1(C(=O)Nc2ccc3c(c2)OCCO3)CN(S(C)(=O)=O)CC(=O)N1Cc1cccs1 (stereo not drawn)	-6
CCCCCCCCN1C(=O)[C@@H](CC(=O)NCCCCc2ccccc2)C[C@@]2(C(=O)OC)C1=C[C@H](COCc1ccccc1)O[C@@H]2C	4
COc1cc(C2CC=C(C(=O)O)C(c3ccccc3F)N2S(=O)(=O)c2ccc(C)cc2)cc(OC)c1OC (stereo not drawn)	-1
COC(=O)c1cccc(Cn2ccc3ccc(-c4ccc5ccn(C(=O)C6CC6)c5c4)cc32)c1	4
O=C(CSc1nnc(-c2cccs2)n1Cc1ccco1)Nc1ccc(OCc2ccccc2)cc1	1
CCOC(=O)[C@@]12CN(C(=O)OC(C)(C)C)CC=C1N(Cc1ccc(OC)cc1)C(=O)[C@H]2CC(=O)NCc1ccc(C)o1	-2
Clc1ccc(CN2CCN(N=Cc3c4ccccc4cc4ccccc34)CC2)cc1	5
O=C(Nc1ccc2c(c1)OCCO2)C(c1ccccc1)n1c(=O)c(-c2ccco2)nc2ccccc21 (stereo not drawn)	5
O=C(CC1C=CCC1)OCCN1CCN(C2CN(Cc3cn(Cc4ccccc4Cl)nn3)S(=O)(=O)C2)CC1 (stereo not drawn)	-2
NCC[C@H](O)C(=O)N[C@@H]1C[C@H](N)[C@@H](O[C@H]2O[C@H](CN)[C@@H](O)[C@H](O)[C@@H]2O)[C@H](O)[C@@H]1O[C@H]1O[C@H](CO)[C@@H](O)[C@H](N)[C@@H]1O	i
O=S1(=O)CC2c3ccccc3CCN2CN1Cc1ccccc1 (stereo not drawn)	3
C#CCOCCOCCOCCNc1nc(N2CCN(C(=O)Cn3cc(CCCN=C(N)N)nn3)CC2)nc(N2CCN(C(=O)[C@H](Cc3ccc(O)cc3)n3cc(CCO)nn3)CC2)n1	-2
O=C(NCCc1ccccc1)OCc1cn(Cc2ccc(F)cc2)nn1	-4
C=CC[C@]1(O)C(=O)N(c2ccccc2)c2ccccc21	-3
COc1ccccc1CNC(=O)N1CCC(c2nc3ccc(Cl)cc3[nH]2)CC1	-3
CCCC[C@H]1C2CC(OC(=O)NCc3ccc(Cl)cc3)C(C2)[C@H]2CCCCN21 (stereo partly drawn)	5
COC(=O)[C@]1(CNC(=O)C(C)(C)C)CC(=O)N(C)[C@@H]1c1ccccc1	-2
COc1cc(NC(=O)c2cc(C)on2)c(OC)cc1Cl	-2
Cc1ccc(C)c(N2CCN(C3C(=O)Nc4ccccc4-n4nnnc43)CC2)c1 (stereo not drawn)	3
CC(C)CN1C(=O)C[C@]2(C(=O)N(C)c3ccc(NC(=O)C(C)(C)C)cc32)C1c1ccccc1 (stereo partly drawn)	-3
CCOC(=O)[C@@]12CCCC=C1N(CCc1ccc(Cl)cc1)C(=O)[C@H]2CC(=O)NCc1cccs1	5
C[C@@H]1[C@@H](O)C[C@@]2(CC(=O)c3ccccc3O2)O[C@H]1c1ccccc1	-5
CCc1cc2cc(OC)c(OC)cc2c(Cc2ccccc2)n1	-4
CCc1nnn2c1Cn1c3ccccc3c(=O)n1[C@@H](C(C)C)C2	5
C[C@H]1[C@@H](OC(=O)Nc2ccc(C(F)(F)F)cc2)CC[C@@]23CCCN2C(=O)CCC[C@@H]13	1
COc1cc(OC)cc(C(C)c2ccc(-c3ccccc3)cc2)c1 (stereo not drawn)	1
CN=C1S/C(=C/c2cc(C)n(-c3cc(C)ccc3OC)c2C)C(=O)N1C	-3
CC(C)CN1C(=O)CSCC1(C)C(=O)Nc1ccc2c(c1)OCCO2 (stereo not drawn)	-3
CC(C)(C)c1nnc(NS(=O)(=O)c2ccc(N)cc2)s1	-6

Filtered by structure: those above with an aryl thioether with sulfur outside any ring
structure	PI4K2A block
CCn1c(SCC(=O)Nc2ccccc2-c2ccccc2)nnc1-c1ccc(Cl)cc1	-2
COc1cc2c(cc1NC(=O)CSc1nnc(-c3cccc(Cl)c3)n1-c1ccccc1)oc1ccccc12	2
O=C(CSc1nc2ccccc2c(=O)n1-c1ccc(Cl)cc1)NNC(=S)Nc1ccccc1	2
COc1ccc(S[C@]2(C(=O)N(C)C)CC(=O)N(C(=O)c3ccccc3)[C@@H]2c2ccc(OC)cc2)cc1	-2
O=C(CSc1nnc(-c2ccccc2)n1-c1ccc(Cl)cc1)c1ccc(Cl)cc1	-3
O=C(CSc1nnc(-c2ccccn2)n1-c1ccccc1)Nc1ccc(OCc2ccccc2)cc1	-7
CN(CCc1ccccn1)C(=O)c1ccc(Sc2ccccc2Cl)c([N+](=O)[O-])c1	-1
C=CCNC(=O)CSc1nc2c(c(=O)[nH]1)CCCC2	-2
Cc1ccc(NC(=O)CSc2nnc(-c3cc(-c4ccc(Cl)cc4)n[nH]3)n2N)cc1	-5
COc1ccc(S[C@]2(C(=O)N3CCN(C(C)=O)CC3)CC(=O)N(C(=O)Nc3ccc(C)c(Cl)c3)[C@@H]2c2ccc(OC)cc2)cc1	4
O=C(CSc1nnc(-c2cccs2)n1Cc1ccco1)Nc1ccc(OCc2ccccc2)cc1	1

From PubChem BioAssay

A portion of the library; rates above refer to the full screens.
